# High-throughput results from PubChem BioAssay.
# rCAG binder – molecules binding r(CAG) RNA repeats; hit rate 1.3% among 370,000; r(CAG) RNA repeat, TO-PRO-1 dye displacement fluorescence; inhibition, % at 3 µM;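 active = inhibition above the plate cutoff, the mean of all test compounds on that plate plus 3 SD, cut at about 35% in these data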;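 also: 0% = DMSO alone and 100% = 100 µM mitoxantrone as full dye displacement; higher means more dye released from RNA so lower well fluorescence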
# LEDGF integ inh – blocks HIV-1 LEDGF/p75-dependent DNA integration; TR-FRET IN-LEDGF/p75 DNA integration, Eu/Cy5; inhibition, % at 3.7 µM; hit rate 0.64% among 370,000; AID 743269;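 active = inhibition above the screen-wide mean plus 3 SD, cut at about 13% in these data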;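 also: signal is the Cy5 over europium emission ratio at 671 and 618 nm; 0% = plate median of compound wells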
# HTRA1 inhibitor – HTRA1 (human) protease inhibition. recombinant HTRA1, FP-rhodamine activity-based probe, fluorescence polarization. inhibition, % at 5.96 µM. hit rate 0.5% among 340,000; in the data active = inhibition above about 36%;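 also: 0% = enzyme with DMSO and 100% = wells lacking enzyme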
# SIAE inh – inhibitors of human sialic acid acetylesterase SIAE; Q9HAT2; SIAE FP-Rh probe binding, fluorescence polarization; inhibition, % at 9.66 µM; hit rate 0.69% among 370,000; AID 1053197;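 active = inhibition above a cutoff: mean of compounds within the control limits plus 3 SD of those, cut at about 17% in these data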;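 also: 0% = plate median of compound wells and 100% = probe without SIAE protein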
# PG9 binder – small molecules binding HIV-1 gp120 antibody PG9; TR-FRET gp120-PG9 antibody binding; inhibition, % at 6.7 µM; hit rate 0.43% among 360,000; in the data active = inhibition above about 8.5%
# NR1D1 modulator – Rev-erb alpha (human) modulation; hit rate 0.79% among 370,000; Rev-erbα–FITC-DNA binding, fluorescence polarization, 90 min; activity, % at 10 µM;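 active = activity above about 14%, limit read from the data; passing the limit was not always enough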;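 also: 0% = DMSO wells with 35 nM protein and 100% = DMSO wells with 750 nM protein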
# Target sequence (P20393 whole entry, looked up): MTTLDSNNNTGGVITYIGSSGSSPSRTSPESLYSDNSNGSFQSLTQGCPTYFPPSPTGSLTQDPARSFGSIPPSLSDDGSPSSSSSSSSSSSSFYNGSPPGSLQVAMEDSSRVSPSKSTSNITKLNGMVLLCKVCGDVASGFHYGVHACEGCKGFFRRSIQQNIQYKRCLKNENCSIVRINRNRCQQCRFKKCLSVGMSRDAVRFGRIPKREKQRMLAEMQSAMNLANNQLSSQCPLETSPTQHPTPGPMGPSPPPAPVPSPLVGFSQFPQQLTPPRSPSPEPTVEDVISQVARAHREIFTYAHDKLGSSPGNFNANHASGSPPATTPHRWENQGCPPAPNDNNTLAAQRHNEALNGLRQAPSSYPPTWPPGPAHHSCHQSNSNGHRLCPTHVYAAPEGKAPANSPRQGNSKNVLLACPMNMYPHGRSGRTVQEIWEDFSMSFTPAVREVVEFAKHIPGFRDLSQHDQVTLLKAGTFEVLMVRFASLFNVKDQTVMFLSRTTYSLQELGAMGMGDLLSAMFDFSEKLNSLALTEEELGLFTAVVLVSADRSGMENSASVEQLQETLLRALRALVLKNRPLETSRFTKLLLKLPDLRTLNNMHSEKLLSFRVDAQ
# TDP2 absorb – blocks human TDP2 phosphodiesterase activity | inhibition, % at 12.8 µM | recombinant TDP2, T5PNP hydrolysis, p-nitrophenol absorbance 415 nm | hit rate 0.34% among 370,000;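 active = inhibition above the mean of all tested compounds plus 3 SD, set per campaign, cut at about 25% in these data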;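 also: 0% = DMSO with enzyme and 100% = buffer with substrate but no TDP2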
# Target sequence (O95551 whole entry, looked up): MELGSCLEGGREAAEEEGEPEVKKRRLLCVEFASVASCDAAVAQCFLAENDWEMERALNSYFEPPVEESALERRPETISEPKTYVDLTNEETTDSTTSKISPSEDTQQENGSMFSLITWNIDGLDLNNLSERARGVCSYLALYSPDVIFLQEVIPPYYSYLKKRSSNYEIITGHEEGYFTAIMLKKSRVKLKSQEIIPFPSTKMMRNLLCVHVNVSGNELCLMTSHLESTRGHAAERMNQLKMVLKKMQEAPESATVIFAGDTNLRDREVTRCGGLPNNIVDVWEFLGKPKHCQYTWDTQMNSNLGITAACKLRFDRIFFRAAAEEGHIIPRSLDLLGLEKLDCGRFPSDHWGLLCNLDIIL
#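 System – recombinant human TDP2 · Amount – 120 nM TDP2 per well · Buffer or medium – Mg2+-containing Tris-HCl buffer, pH 7.5 · Reagent – T5PNP substrate, 5 mM · Dosing – 12.8 µM single point, 1% DMSO · Incubation – 2 h at 37 °C · Measured by – epi absorbance · Read-out basis – percent inhibition · Benchmarks – high control without enzyme, low control DMSO plus TDP2 · Repeats – singlicate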
# PRMT1 FP inh – blocks human protein arginine methyltransferase 1; inhibition, % at 2.79 µM; hit rate 1.3% among 370,000; recombinant PRMT1, activity-based probe fluorescence polarization;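 active = inhibition above about 21% made by adding two undisclosed values, limit read from the data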
# mABHD4 FP – ABHD4 (mouse) inhibition, primary FP screen; Q8VD66; purified mABHD4, FP-Rh probe fluorescence polarization; inhibition, % at 8.92 µM; hit rate 0.54% among 370,000;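 active = inhibition exceeding the mean over every tested compound plus 3 SD, cut at about 30% in these data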;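 also: 0% = plate median of compound wells and 100% = S159A mutant with DMSO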
#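 Test system: mABHD4 protein; Read-out basis: % inhibition; Incubation: 45 min + 60 min at 25 °C; Repeats: single replicate; Technique: fluorescence polarization with parallel and perpendicular emission, 525/598 nm; Compound: 8.92 µM, single dose; Benchmarks: full inhibition S159A mutant plus DMSO, zero as sample-well median.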
# TCR-CD3 inh – inhibitors of human TCR-CD3 interaction | TAMRA-labeled TCR probe fluorescence, biochemical | AID 651800 | hit rate 0.37% among 360,000 | inhibition, % at 9.4 µM; in the data active = inhibition above about 19%;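 also: recombinant mutant TCR 2C K166C tagged with TAMRA read by polarization; 0% = receptor in buffer alone and 100% = receptor with positive control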
# * hit, by the source's call; · = not tested or not shown.
SMILES,rCAG binder,LEDGF integ inh,HTRA1 inhibitor,SIAE inh,PG9 binder,NR1D1 modulator,TDP2 absorb,PRMT1 FP inh,mABHD4 FP,TCR-CD3 inh
Cc1ccc(S(=O)(=O)NC[C@H]2CN(S(=O)(=O)c3ccc(C)cc3)[C@@H](Cc3ccccc3)CO2)cc1,·,-4,·,-13,·,8,-6,0,-9,·
CCOc1cc(NC(=S)N2CCC(C(N)=O)CC2)c(C(=O)OC)cc1OCC,-5,-4,1,5,1.2,4,7,3,-1,-2
COc1ccccc1N(C(=O)CN1C(=O)c2ccccc2S1(=O)=O)C(C(=O)NCC1CCCO1)c1ccc(F)cc1 (stereo unspecified),-7,-1,-1,10,-2.6,-3,10,-1,-8,4
COc1ccc(C(=O)Nc2cccc(C(C)=O)c2)cc1OC,0,-2,-5,5,-2.9,-1,14,-1,2,8
Nc1ccc2cc3[nH]c4cc(N)ccc4c3nc2c1,-75,0,32,2,-22,2,6,156*,36*,10
COc1cc(-c2ccc3c(=O)c4ccccc4sc3c2)cc(OC)c1OC,5,16*,-1,-12,17*,76*,3,1,-1,2
COC(=O)CC#C[C@H](C)[C@@H](NS(=O)(=O)c1ccc([N+](=O)[O-])cc1)C(C)(C)C,3,0,·,1,1.4,6,2,2,6,5
COc1cccc(OC)c1C(=O)Nc1ccc(N2CCCC2)cc1,13,2,4,9,0.5,-9,6,3,33*,2
COc1ccc(NS(=O)(=O)c2cccc(C(=O)NN=Cc3ccc(OC)cc3OC)c2)cc1,9,-4,-27,8,-1.2,-3,8,-1,-42,-4
Cc1ccc(C2=NN(C(=O)c3cccs3)C(c3ccccc3O)C2)cc1 (stereo unspecified),2,12,-7,-4,0.5,12,-8,-1,-10,4
Cc1ccc(CN2CC(N3CCCCC3)CS2(=O)=O)cc1 (stereo unspecified),-1,0,·,1,-0.8,-4,-8,-1,-5,-7
Cc1cc(N(C)C)c(C#N)c(=O)[nH]1,2,4,-2,2,-0.1,1,-4,3,9,3
O=C(CCc1ccc(S(=O)(=O)NC2CCCCC2)cc1)N(Cc1ccccc1)Cc1ccccc1,7,-1,-35,-5,0.7,-3,-1,-5,-18,2
CCOC(=O)c1cnc2c(C)cccc2c1NCCc1ccc(OC)c(OC)c1,-5,2,-25,-6,1.4,-3,-9,-2,-4,-8
C[C@@H](c1ccccc1)N1Cc2ccccc2Oc2cc(Br)ccc2S1(=O)=O,6,-1,-21,-6,0.0,17,3,2,-17,-2
Cc1ccc(CC(=O)NC(C)CCc2ccccc2)cc1 (stereo unspecified),-3,-2,0,-2,-0.6,-3,-3,-3,7,7
CC(C)(C)OC(=O)CN1C(=O)C(Sc2n[nH]c(-c3ccccc3)n2)CCc2ccccc21 (stereo unspecified),-3,3,-38,-11,0.1,0,4,0,-24,0
Cc1nc2ccccc2c2oc(C(=O)Nc3ccc4c(c3)OCCO4)cc12,5,1,-11,-7,1.3,10,-8,-8,-1,9
COc1ccc(C(=O)Nc2ccnn2C2CCN(C(=O)CCC(F)(F)F)CC2)cc1,2,4,-1,-13,-0.1,2,-12,-6,-9,6
COC(=O)[C@]12C[C@H](CC(=O)NCCCCc3ccccc3)C(=O)N(CCc3ccc(OC)c(OC)c3)C1=C[C@H](C(C)C)O[C@@H]2C1CC1,5,-4,·,-3,·,11,-3,-1,1,·
CCCCN1C(=S)SC(C)(C)C1/[N+]([O-])=C/c1cccnc1 (stereo unspecified),1,-3,8,-1,-1.0,4,-8,-1,-5,-2
CCCc1ccc(S(=O)(=O)N/N=C\c2ccc3c(c2)OCO3)cc1,13,3,-3,7,-2.9,-3,18,0,-5,1
CCN(CCNC(=O)Cn1cc2c(n1)CCCC2)c1ccccc1,0,3,-2,6,-2.4,6,5,3,0,0
COCCNc1nc2cc(-c3ccsc3)sc2c(=O)n1C,2,4,·,-10,-0.1,1,1,-2,-14,2
COc1cccc(CNC[C@H]2O[C@@H](n3ccc(N)nc3=O)[C@H](O)[C@@H]2O)c1OCc1ccc(F)cc1Cl,2,-1,5,1,-1.1,-5,-1,3,-1,3
Cc1cccc(C)c1OCc1nnc(SCC(=O)Nc2cccc(C(=O)N3CCOCC3)c2)n1C,-7,3,1,0,1.1,-4,-1,1,3,-6
CCN(C1CCCCC1)S(=O)(=O)c1ccc(S(=O)(=O)NCCc2ccncc2)cc1,-4,0,6,-9,-1.8,0,-10,0,-8,1
COC(=O)[C@H](CC(C)C)NS(=O)(=O)N[C@@H](CC(C)C)C(=O)OC,-7,2,1,5,0.7,2,10,-1,-1,0
O=C(CCCn1cc([N+](=O)[O-])cn1)N1CCCCC1,-3,2,3,-1,0.3,3,-9,-6,0,7
O=C(c1ccco1)N(Cc1ccccc1)Cc1ccccn1,-5,-3,0,-2,1.6,-2,3,5,6,-3

# 2 of the compounds above, as labelled records.
> COc1cccc(CNC[C@H]2O[C@@H](n3ccc(N)nc3=O)[C@H](O)[C@@H]2O)c1OCc1ccc(F)cc1Cl
  rCAG binder: 2 | LEDGF integ inh: -1 | HTRA1 inhibitor: 5 | SIAE inh: 1 | PG9 binder: -1.1 | NR1D1 modulator: -5 | TDP2 absorb: -1 | PRMT1 FP inh: 3 | mABHD4 FP: -1 | TCR-CD3 inh: 3

> Cc1cccc(C)c1OCc1nnc(SCC(=O)Nc2cccc(C(=O)N3CCOCC3)c2)n1C
  rCAG binder: -7 | LEDGF integ inh: 3 | HTRA1 inhibitor: 1 | SIAE inh: 0 | PG9 binder: 1.1 | NR1D1 modulator: -4 | TDP2 absorb: -1 | PRMT1 FP inh: 1 | mABHD4 FP: 3 | TCR-CD3 inh: -6

# The listing continues:
SMILES,rCAG binder,LEDGF integ inh,HTRA1 inhibitor,SIAE inh,PG9 binder,NR1D1 modulator,TDP2 absorb,PRMT1 FP inh,mABHD4 FP,TCR-CD3 inh
CC(C)(C)C(=O)Cn1c[n+](N)cn1,0,2,-1,9,-2.4,-2,0,-3,3,13
Cc1cnc(C(=O)OCC(=O)N(Cc2ccccc2)C(C)C)cn1,-2,0,4,-1,-1.6,-5,8,0,-4,3
C[C@@H]1CN([C@@H](C)CO)C(=O)CCCn2cc(nn2)CO[C@H]1CN(C)S(=O)(=O)c1ccccc1C#N,2,7,-4,3,1.6,2,-3,-3,2,-5
Cc1ccc(C)c(N2CCN(C(=O)C3CCC3)CC2)c1,-8,-6,-5,-6,-0.7,-4,1,1,3,-12
CCc1c(C)sc(NC(=O)C2CCCO2)c1C#N (stereo unspecified),0,3,-6,7,0.2,3,8,1,4,-2
COc1ccc2[nH]c(=O)c(CN(Cc3cccs3)C(=S)NCC3CCCO3)cc2c1 (stereo unspecified),0,-4,0,1,0.3,0,8,1,2,-3
N#Cc1cn(CC(=O)N2CCc3ccccc3C2)c2ccccc12,1,-2,0,-9,-0.4,-2,-3,-1,-5,1
N/C(=N\N=C\c1ccc([N+](=O)[O-])cc1)c1nonc1N,-1,1,11,7,-1.8,1,8,-2,2,-2
Cc1ccc2nc(SC(C)C(=O)N3CCCC3)[nH]c2c1 (stereo unspecified),-3,0,2,-1,-0.8,-4,-7,1,2,-15
O=C(NCc1ccco1)C1CC(c2cc(C(F)(F)F)cc(C(F)(F)F)c2)=NO1 (stereo unspecified),-1,2,-8,-6,0.9,3,-10,6,-19,-2
O=C1COc2ccc(NC(=O)N3CCN(c4ccc(F)cc4)CC3)cc2N1,3,-2,-2,1,0.8,-5,-9,-3,4,3
Cc1cc(Nc2ccccc2C(=O)O)n2ncnc2n1,3,-4,-4,1,-0.6,2,5,-1,-1,2
COc1ccccc1NC(=O)Nc1nnc([C@H]2C[C@H](O)[C@@H](CO)O2)s1,2,6,·,-1,0.5,-4,-18,-2,-4,-11
CC1(C)C(=Cc2ccccc2)C(=O)c2ccccc21,0,0,-22,0,0.1,-10,2,-3,-2,0
Nc1c(O)cccc1C(=O)O,0,38*,9,4,-5.6,5,20,13,20,-1
COCc1ccc(CN2CCCC(CO)(Cc3ccccc3C)C2)o1 (stereo unspecified),-7,-2,0,5,0.7,-4,6,-2,3,-1
CCNC(=S)N(CCCN(C)C)Cc1cc2cc3c(cc2[nH]c1=O)OCCO3,6,0,4,6,1.1,1,5,12,2,4
Cc1ccc2c(c1)c1c3n2CCN(C(=O)CN2CCN(C)CC2)C3CCC1 (stereo unspecified),1,0,4,0,-1.4,7,0,0,4,1
CCOC(=O)c1c(NC(=O)COc2ncnc3ccccc23)sc(C(C)=O)c1C,10,2,-7,1,2.9,4,-5,-1,-7,8
COc1ccccc1N1CCN(Cc2ccsc2)CC1,-4,1,-3,-1,0.3,1,11,-4,7,-1
Cc1cc(C)cc(N2C(N)=NC(N)=NC2c2cccc(Cl)c2)c1 (stereo unspecified),10,3,0,-3,-2.9,-3,-9,-8,5,2
C#CCNc1cccc2c1S(=O)(=O)N[C@H](C)CO2,5,-2,·,5,0.3,0,2,1,5,0
Cc1ccc(OCCNC(=O)/C=C/c2ccccc2)cc1,-2,3,-8,5,-1.7,1,-8,-3,-3,-3
COc1ccc(NC(=O)CSc2ccc(-c3ccco3)nn2)cc1,20,3,-5,12,-5.2,0,-14,37*,19,8
COc1ccc(-c2cnc3cccnn23)cn1,2,-1,·,-4,0.8,-9,9,-1,0,3
C/C(=N/NC(=O)c1cnccn1)c1ccncc1,-2,1,-3,2,-2.1,-4,1,0,6,-2
CCN(CC)S(=O)(=O)c1cccc(-c2n[nH]c(=S)n2/N=C/c2ccc(OC(F)F)cc2)c1,78*,-3,-13,9,-0.3,2,-12,51*,3,6
O=C(Nc1cccc(C(F)(F)F)c1)c1cc(-c2ccco2)on1,12,0,-25,-3,-1.6,-2,10,3,-7,-8
COc1ccc(CNC(=O)CSc2nnc3c(n2)[nH]c2ccc(F)cc23)cc1,3,-1,4,-2,-1.0,-7,-1,3,9,1
Cc1cccc(COC[C@H](Cc2ccccc2)N2CCN(C(=O)c3ccc(C(F)(F)F)cc3)CCC2=O)c1,2,3,·,-3,-0.5,-5,-1,-1,-1,13
O=C(O)c1cccc(-n2cccc2/C=C2\SC(=O)N(Cc3ccccc3F)C2=O)c1,11,0,-6,4,-2.8,-20,0,2,10,0
O=C(CSc1nc(-c2ccc(F)cc2)cs1)N1CCN(C(=O)c2ccco2)CC1,-3,4,-2,-1,-0.6,12,6,1,-10,-2
COc1ccc(CNC(=O)c2ccc(N3CCOCC3)c([N+](=O)[O-])c2)cc1,-6,-2,7,0,0.4,4,-7,3,0,-5
CC(=O)N1CCN(C(=O)c2ccc3c(c2)OCO3)CC1,2,-2,12,-2,-0.3,1,4,0,8,7
CCCCS(=O)(=O)N1C2=NC3=C(C(=O)N(CCOC)C3=O)C3N(C)c4ccccc4[C@]23C[C@H]1CO (stereo partly specified),5,5,·,4,·,2,7,2,9,·
CCn1c2ccccc2c2cc(C3N=C(N)Nc4nc5ccccc5n43)ccc21 (stereo unspecified),14,-3,-8,4,-1.9,6,4,-1,11,7
O=C(c1cc2ccccc2oc1=O)N(Cc1ccc(F)cc1)C1CCS(=O)(=O)C1 (stereo unspecified),1,-7,2,-5,-0.6,2,0,6,6,-8

# Some of the compounds tested; count on the stated rates, not on these rows.
